# High-throughput results deposited in PubChem by several laboratories.
# OX1R antag = human HCRTR1 antagonism; O43613; CHO/OX1R cells, Fluo-8 calcium fluorescence, orexin A; inhibition, % at 5 µM; 0.43% of 330,000 active; AID 434989;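 active = inhibition above its plate's threshold, mean inhibition of all tested compounds on the plate plus 3 SD, cut at about 37% in these data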;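 also: 0% = orexin A challenge wells and 100% = SB-334867-A antagonist wells; not every result past the cut was called active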
# Target sequence (O43613 whole entry, looked up): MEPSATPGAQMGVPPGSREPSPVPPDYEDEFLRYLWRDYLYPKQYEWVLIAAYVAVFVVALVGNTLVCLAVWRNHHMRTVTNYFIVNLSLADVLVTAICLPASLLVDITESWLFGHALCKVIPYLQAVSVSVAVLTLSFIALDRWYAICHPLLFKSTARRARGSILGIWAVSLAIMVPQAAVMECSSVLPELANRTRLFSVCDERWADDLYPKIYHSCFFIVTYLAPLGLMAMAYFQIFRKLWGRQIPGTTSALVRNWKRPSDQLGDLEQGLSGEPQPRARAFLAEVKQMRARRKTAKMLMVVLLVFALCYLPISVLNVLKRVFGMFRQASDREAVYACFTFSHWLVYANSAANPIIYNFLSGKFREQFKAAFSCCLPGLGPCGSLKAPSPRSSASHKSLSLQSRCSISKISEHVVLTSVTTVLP
# CHT allo act = human CHT allosteric activation; Q9GZV3; AID 488977; B-score at 10 µM; 0.49% of 310,000 active; CHT-expressing cells, membrane potential dye, choline EC20; active compounds read high; LV-AA mutant CHT in HEK293 cells;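 active = initial fluorescence not abnormally high and integrated response B-score, plate-corrected, over 3 SD above library mean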
# Target sequence (Q9GZV3 whole entry, looked up): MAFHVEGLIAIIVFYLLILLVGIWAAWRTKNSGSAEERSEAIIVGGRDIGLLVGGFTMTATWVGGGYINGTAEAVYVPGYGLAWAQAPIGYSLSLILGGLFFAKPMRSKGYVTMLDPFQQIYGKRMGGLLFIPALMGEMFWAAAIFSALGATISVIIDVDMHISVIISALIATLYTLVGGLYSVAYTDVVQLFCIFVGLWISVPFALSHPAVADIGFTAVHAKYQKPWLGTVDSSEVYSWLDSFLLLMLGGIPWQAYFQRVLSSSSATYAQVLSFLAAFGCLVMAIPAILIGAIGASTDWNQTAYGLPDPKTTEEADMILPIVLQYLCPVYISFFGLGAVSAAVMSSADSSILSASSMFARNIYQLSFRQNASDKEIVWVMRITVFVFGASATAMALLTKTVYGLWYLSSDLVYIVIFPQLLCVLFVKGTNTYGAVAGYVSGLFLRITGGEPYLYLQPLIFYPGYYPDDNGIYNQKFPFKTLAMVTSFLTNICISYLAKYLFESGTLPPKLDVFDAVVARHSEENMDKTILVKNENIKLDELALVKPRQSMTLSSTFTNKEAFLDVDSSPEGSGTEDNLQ
# Starred values were filed as active, the others as inactive; i = inactive; nt = no result given.
SMILES | CHT allo act | OX1R antag
CCOC(=O)Cn1c(=O)oc2cc(S(=O)(=O)Nc3cc(Cl)ccc3OC)ccc21 | i | 7
C[C@@H](C(=O)OCn1nnc2ccccc2c1=O)N1C(=O)C2CCCCC2C1=O (some centres not stated) | i | -7
C/C(=N\OC(=O)c1ccc(Br)cc1)c1ccccn1 | i | -22
COc1ccc(CNC(=O)C(NS(=O)(=O)c2cccc3nsnc23)C(C)C)cc1 (configuration not stated) | i | -7
Cc1cc(Br)ccc1N=C1NC(=O)CS1 | i | -9
Cc1ccccc1C(=O)Nc1nnc(-c2ccco2)s1 | i | 2
CCCN1C(=O)C(O)(C2COC(C)(C)CC2=O)c2ccccc21 (configuration not stated) | i | -11
C[C@H](CO)N1C[C@H](C)[C@@H](CN(C)S(=O)(=O)c2cccs2)Oc2ccc(NS(=O)(=O)c3ccccc3)cc2C1=O | nt | -24
CC(C)(C)C1CCC(=NNC(=O)CN(c2ccccc2)S(C)(=O)=O)CC1 (configuration not stated) | i | -14
COc1ccc([N+](=O)[O-])cc1NC(=O)Nc1ccccc1 | i | -7
CC1CCCC(C)N1NC(=S)Nc1ccc(OC(F)F)cc1 (configuration not stated) | i | -20
COc1ccc(OC)c(/C=N\NC(=O)CC(=O)NCCc2ccccc2)c1 | i | -19
O=C(c1ccc(N2CCOCC2)c([N+](=O)[O-])c1)N1CCCCC1 | i | -17
O=C(c1cc(-c2ccncc2)nc2ccccc12)N1CCN(c2ccccc2O)CC1 | i | -24
CCCCN(CC)CCCNC(=S)Nc1ccc2nc(N3CCN(CC)CC3)cc(C)c2c1 | i | -1
c1ccc(CCn2nnc3ccccc32)cc1 | i | -13
CCS(=O)(=O)N1CCN(C2CCC(C)CC2)CC1 (configuration not stated) | i | -5
NS(=O)(=O)c1ccc(CCNc2nc(C(F)(F)F)nc3ccccc23)cc1 | i | -9
CCCn1c(SCC(=O)NCc2ccc(F)cc2)n[nH]c1=O | i | -11
COc1cc(/C=C2/C(=O)ON=C2c2ccccc2)ccc1O | i | 7
COc1ccc(NC(=O)C2C3C=CC4(O3)C2C(=O)N(CCN2CCCCC2)C4C(=O)NC2CCCC(C)C2C)cc1 (configuration not stated) | i | -24
COc1ccccc1NC(=O)c1c(N=Cc2c(O)ccc3ccccc23)cnn1C | i | -10
COc1ccc(CCNC(=O)c2c([S-])n(-c3ccc(C)cc3)c3cccc[n+]23)cc1 | i | -14
Cc1cc(OCC(=O)NC(C)(C)C)ccc1Cl | i | 5

# In a second layout: entries from further up
# Results follow in this order: CHT allo act | OX1R antag
> COc1cc(/C=C2/C(=O)ON=C2c2ccccc2)ccc1O
    i | 7
> COc1ccc(NC(=O)C2C3C=CC4(O3)C2C(=O)N(CCN2CCCCC2)C4C(=O)NC2CCCC(C)C2C)cc1 (configuration not stated)
    i | -24
> COc1ccccc1NC(=O)c1c(N=Cc2c(O)ccc3ccccc23)cnn1C
    i | -10
> COc1ccc(CCNC(=O)c2c([S-])n(-c3ccc(C)cc3)c3cccc[n+]23)cc1
    i | -14
> Cc1cc(OCC(=O)NC(C)(C)C)ccc1Cl
    i | 5

# (next part)
SMILES | CHT allo act | OX1R antag
Cn1c(C(=O)NCCCN2CCN(c3ccccc3F)CC2)cc2c(=O)[nH]c3ccccc3c21 | i | -33
CCC1CN(C(=O)Nc2cccc(C)c2)c2cc(C)ccc2O1 (configuration not stated) | i | -33
Cc1cccc(-c2nc(CN3CCCC(C(=O)NC4CCCCC4)C3)c(C)o2)c1 (configuration not stated) | i | -21
COc1cc(/C=C2\SC(=S)N(Nc3ncc(C(F)(F)F)cc3Cl)C2=O)cc(OC)c1OC | i | -36
CCOC(=O)/C(C#N)=C/c1cc2ccc(C)cc2nc1Cl | i | -14
Cc1[nH][nH]c(=O)c1N=Nc1ccc(F)cc1 | i | -28
O=C(CNS(=O)(=O)c1ccc2c(c1)OCCCO2)N1CCN(c2ccc(F)cc2)CC1 | nt | 21
CC(C)C(=O)n1nc(-c2cccnc2)nc1NCc1cccs1 | i | -10
COc1cccc(/C=N/NC(=O)CNC(=O)c2cccnc2)c1O | i | 10
Cc1nc(CSc2n[nH]c(=O)n2-c2ccccc2)cs1 | i | -22
CCOc1cc(Br)cc(/C=N/NC(=O)c2cccnc2)c1O | i | 2
O=c1c(Cc2c(F)cccc2Cl)c(O)ccn1Cc1ccc(F)cc1 | i | -14
CCS(=O)(=O)N1CCC(C(=O)N2CCN(c3ccccc3)CC2)CC1 | i | 1
COc1ccc(NC(=O)c2cc(S(=O)(=O)N3CCCC3)c[nH]2)cc1 | i | -5
CCc1nnc(NC(=S)Nc2ccccc2)s1 | i | -14
CC(=O)N1CCN(c2ccccc2NC(=O)c2cccc3c(Cl)cccc23)CC1 | i | nt
CCn1c(=O)c(C(=O)NCCCO)c(O)c2ccccc21 | i | -15
O=C(CSc1nnc(CNC(=O)c2cccs2)o1)Nc1ccc2c(c1)OCO2 | i | 0
CC[C@]12c3[nH]c4ccccc4c3CCN1C(=O)C(CC(=O)NCCCN(C)C)C[C@@H]2C(=O)N1CCN(C(=O)c2ccco2)CC1 (some centres not stated) | nt | -4
Cc1[nH]n(-c2c(Cl)cc(Cl)cc2Cl)c(=O)c1C=Nc1ccc(S(=O)(=O)N2CCOCC2)cc1 | i | -16
CCOC(=O)N1CCC(NC(=O)c2cc3ccccn3n2)CC1 | i | -18
Cc1ccc(NC(=S)NCc2ccc(S(N)(=O)=O)cc2)c(C)c1 | i | 3
Cc1cc(C)n(Cc2cccc(C(=O)N/N=C/c3ccncc3)c2)n1 | i | -12
O=C(O)CCC(=O)NNC(=O)c1cccc(Cl)c1 | i | -22
Cc1ccc(S(=O)(=O)c2nc(S(=O)(=O)c3ccc(C)cc3)c(NCc3ccco3)s2)cc1 | i | -13
O=C(COC(=O)c1ccc(OC(F)(F)F)cc1)Nc1ncccn1 | nt | 9
COc1cc(CC(=O)N2CCN(C(=O)C3CCCO3)CC2)cc(OC)c1OC (configuration not stated) | nt | -17
O=C1CC(c2ccc(Cl)cc2)CC(O)=C1C=NCCN1CCNCC1 (configuration not stated) | i | -17
COc1ccc(-n2nc3ccc(N)cc3n2)cc1Cl | i | -6
O=C(OCC(=O)N1CCc2ccccc21)c1ccc(Cl)nc1 | i | -10
Cc1ccc(C(C)C)c(OCCCN2CCc3ccccc3C2)c1 | i | -58
O=C(NCCO)/C(=C/c1ccco1)NC(=O)c1ccco1 | i | 7
COc1ccc(O)c(C(=O)c2cnc3c(c2)c(-c2ccc(F)cc2)c(C#N)c(=O)n3C)c1 | i | -17
COc1ccc(NC(=O)CSc2nc3c(c(=O)n2C)SCC3)cc1OC | i | -14
CCCC(=O)Nc1sc2c(c1C(=O)Nc1ccccn1)CCCC2 | i | -41
Cc1ccc(NC(=O)COC(=O)c2cccc(N3C(=O)c4ccccc4C3=O)c2)cc1 | i | -2
COCCc1nnc(NC(=O)Cc2ccccc2)s1 | i | -8
CCOCCCNc1ncnc2c1nc1n2CCCC1 | i | nt
O=C(CC(=O)NCCc1ccccc1)NCCc1ccccc1 | i | -12
CN(C)S(=O)(=O)c1cccc(C(=O)Nc2ccccc2)c1 | i | -15
COc1ccc(C2C(C(=O)Nc3cc(C)on3)c3ccccc3C(=O)N2C)cc1OC (configuration not stated) | i | -9
CCCCOC(=O)CSc1nc2c(c(=O)[nH]c(=O)n2C)n1C/C=C(\C)Cl | i | 2
O=C(c1cccn2c(=O)c3cc(Cl)ccc3nc12)N1CCOCC1 | i | -14
CC1(C(=O)OCC(=O)Nc2ccc3ccccc3c2)CC1(Cl)Cl (configuration not stated) | i | -11
CCOc1cc(C(=O)NC(=S)Nc2ccc(Cl)c(C(=O)O)c2)cc(OCC)c1OCC | i | -29
COc1ccccc1NC(=O)Nc1nc(CC(=O)NCc2c(F)cccc2F)cs1 | i | -20
Cc1cc(=O)oc(C)c1C(=O)N1CCN(c2ccc(F)cc2)CC1 | i | 2
O=C(NCc1ccco1)C(=O)NCC(c1ccco1)N1CCOCC1 (configuration not stated) | i | -12
CC(C)CN(C(=O)c1cccc(F)c1)c1c(N)n(CC(C)C)c(=O)[nH]c1=O | i | 7
CCc1ccc(NC(=O)c2cccc(NC3=NC4CS(=O)(=O)CC4S3)c2)cc1 (configuration not stated) | i | 13
O=C1c2ccccc2C(=O)N1OCc1cccc(Cl)c1 | i | 11
O=S1(=O)NC2c3ccccc3CC2O1 (configuration not stated) | i | -10
Cc1ccc(C(C(=O)NCc2ccco2)N(CC2CCCO2)C(=O)Cn2nnc3ccccc32)cc1 (configuration not stated) | i | -12
CCn1c(CNc2ccc(Cl)cc2)nnc1SCc1ccccc1 | i | -25
O=C(COc1ccc(Cl)cc1)NC1CC1 | i | nt
Nc1ncnc2c1ncn2[C@@H]1O[C@H](CNCc2ccccc2OCc2ccc(Cl)cc2Cl)[C@@H](O)[C@H]1O | nt | -21

# Continuation.
SMILES | CHT allo act | OX1R antag
COC(=O)c1cc2oc(C)cc2n1CC(=O)N1CCCc2ccccc21 | i | -38
CCOc1ccc(CNc2cccc(SC)c2)cc1 | i | -25
CCOC(=O)CSc1nc2ccccc2c(=O)n1C1CCCC1 | i | -25
Nc1nnc(-c2ccc(Cl)cc2)o1 | i | -20
COc1ccc(/C=[N+](\[O-])C2N(c3ccccc3)C(=S)SC2(C)C)cc1OC (configuration not stated) | i | -12
CC(C)(C)C(=O)CSc1nc2c(c(-c3cccs3)c1C#N)CCC2 | i | -33
O=C(Cc1ccc(F)cc1)N(c1ccccc1)C1C=CS(=O)(=O)C1 (configuration not stated) | i | -14
O=C1C2C3CCC(C3)C2C(=O)N1c1ccc(OS(=O)(=O)c2ccccc2)cc1 (configuration not stated) | i | -14
CCOC(=O)C1CCN(C(=O)c2cc3ccccc3oc2=O)CC1 | i | -15
O=C(O)Cc1c[nH]c2ccccc12 | i | -13
CCOc1ccc(OCc2ccc(C(=O)Nc3cccnc3)o2)cc1 | i | -18
Cc1c(C(=O)N2CCCCC2)c(S(=O)(=O)N2c3ccccc3CC2C)c(C)n1C (configuration not stated) | i | -16
COc1ccc(S(=O)(=O)N2CCOCC2)cc1NC(=O)Cc1sc(C)nc1-c1ccc(F)cc1 | i | -19
O=C(N/N=C/c1ccccn1)c1cccs1 | i | -17
COc1ccc(NC(=O)C2CC3CCC2C3)c(OC)c1 (configuration not stated) | i | -14
Cc1ccc(/C=C2/SC(=S)N(CCC(=O)NCCCN3CCOCC3)C2=O)cc1 | i | -22

# Whole records from above.
# Shown for `COc1ccc(S(=O)(=O)N2CCOCC2)cc1NC(=O)Cc1sc(C)nc1-c1ccc(F)cc1` → CHT allo act: i; OX1R antag: -19
# Shown for `CCOC(=O)C1CCN(C(=O)c2cc3ccccc3oc2=O)CC1` → CHT allo act: i; OX1R antag: -15
# Shown for `CCOc1ccc(OCc2ccc(C(=O)Nc3cccnc3)o2)cc1` → CHT allo act: i; OX1R antag: -18

# (cont.)
SMILES | CHT allo act | OX1R antag
C=CCNC(=S)N1CCC(C(=O)c2ccc3c(c2)OCCO3)CC1 | i | -17
O=C(/C=C/c1ccc(-c2ccccc2)cc1)NCc1cccnc1 | i | -16
COc1cc(OC)c(NC(=S)Nc2cc(Cl)cc(Cl)c2)cc1Cl | i | -2
Cc1ccc(-n2nc3c(N4CCC(C(=O)NCCc5ccccc5C)CC4)nnc(C)c3c2C)cc1 | i | -11
Cc1ccc(S(=O)(=O)N(c2cccc(C)c2)C2CCS(=O)(=O)C2)cc1 (configuration not stated) | i | -7
Cc1ccccc1C(=O)NC(=S)Nc1ccccc1N1CCCC1 | i | -42
CCOC(=O)N1CCN(C(=O)c2ccc3c(=O)n(CCc4ccc(OC)c(OC)c4)c(=O)[nH]c3c2)CC1 | i | -31
CCOC(=O)c1cccnc1SCC(=O)Nc1ccc(C)cc1 | i | -18
Cc1ccc(N(CC(=O)N2CCCCCC2)S(=O)(=O)c2ccccc2)cc1 | i | -17
Cn1c(=O)oc2cc(S(=O)(=O)N3CCCC(C(=O)Nc4nccs4)C3)ccc21 (configuration not stated) | i | -23
O=S(=O)(Nc1ccc(S(=O)(=O)N2CCCC2)cc1)c1ccccc1Br | nt | -9
O=[N+]([O-])c1ccc(/C=N/N2CCCCC2)cc1 | i | -6
O=C(NNC(=O)c1ccc[nH]1)c1cccc(C(F)(F)F)c1 | i | 3
O=C(CSc1nnc(CNC(=O)c2c(F)cccc2Cl)o1)NCc1ccccc1 | i | -6
O=C(Nc1ccc(Br)cn1)c1cccc2ccccc12 | i | -24
O=C1CC(=Nc2ccccc2)NN1c1ccccc1 | i | -13
CC(=O)O[C@H]1CSC[C@H]1NC(=O)c1ccccc1 | i | -6
NNC(=O)CNC(=O)CNS(=O)(=O)c1ccccc1 | i | -14
CN(Cc1ccccc1)C1CC(=O)N(c2ccc(C(=O)O)cc2)C1=O (configuration not stated) | i | -15
Cc1ccc2[nH]c3c(NCc4ccco4)ncnc3c2c1 | i | -6
COc1ccccc1CN(C)C(=O)c1cccc(S(=O)(=O)N2CCCC2)c1 | nt | -36
COc1ccc2c(=O)c(-c3ccc(OC)c(OC)c3)coc2c1 | i | -10
CCCCc1nc2ccccc2n1Cc1nnc2n1-c1ccccc1SC2 | i | -36
CCN(CC)S(=O)(=O)c1ccc(OCC(=O)NCc2ccco2)cc1 | i | -11
COc1ccc(-c2nc(C)ncc2-c2ccc(Cl)cc2)c(O)c1 | i | -39
CC(C)C(=O)Nc1ccc2c(c1)nc(CCN1CCN(c3ccccc3)CC1)n2C | i | -10
Cc1ccc2c(c1)N(CC(=O)NC1CCCC1)C(=O)c1cccnc1O2 | i | -11
COc1cc(C(=O)OCC(=O)c2c[nH]c3ccccc23)ccc1OCC(=O)N1CCOCC1 | i | -15
